MRP-1 activ = H69AR viability gain despite doxorubicin, primary screen, MRP-1 activator project, H69AR cells, CellTiter-Glo; hit rate 0.61% among 140,000; viability rescue; viability increase, % at 10 µM;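 active = viability gain under doxorubicin at or above a set limit, the compound median plus 3 SD, cut at about 4.7% in these data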;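 note: MRP-1 overexpressing cells given doxorubicin 25 µM after compound pretreatment; 18-22 h compound pretreatment then 72 h with doxorubicin before readout; 0% = doxorubicin-only wells and 100% = vehicle-treated cells without doxorubicin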
Yeast lifespan up = compounds extending yeast replicative lifespan, primary screen, S. cerevisiae, OD615 | hit rate 0.68% among 130,000 | S. cerevisiae growth with nicotinamide; deaD strain in restrictive glucose medium | AID 775, 2007 | inhibition of the nicotinamide effect, % at 10 µM;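 active = inhibition above a set limit, placed 3 SD over the median of all compounds, cut at about 26% in these data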;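 note: 0% = nicotinamide-treated wells and 100% = cells grown without nicotinamide; some compounds called inactive have numbers as strong as hits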
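Test system – modified budding yeast, DeaD strain · Compound – single dose 10 µM compound, 0.25% DMSO · Times – culture preincubation 4 h, compound exposure 48 h, both 30 °C · Detection – optical density (absorbance) at 615 nm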
NPY Y2 blocker = NPY-Y2 receptor antagonists, primary screen, cell-based; inhibition, % at 2.7 µM; Neuropeptide Y receptor type 2 (Homo sapiens), P49146; hit rate 0.99% among 140,000; NPY-Y2 expressing cells, antagonist mode; in the data active = inhibition above about 17%;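 note: 0% = vehicle with agonist challenge and 100% = reference antagonist with challenge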
Target sequence (P49146 whole entry, looked up): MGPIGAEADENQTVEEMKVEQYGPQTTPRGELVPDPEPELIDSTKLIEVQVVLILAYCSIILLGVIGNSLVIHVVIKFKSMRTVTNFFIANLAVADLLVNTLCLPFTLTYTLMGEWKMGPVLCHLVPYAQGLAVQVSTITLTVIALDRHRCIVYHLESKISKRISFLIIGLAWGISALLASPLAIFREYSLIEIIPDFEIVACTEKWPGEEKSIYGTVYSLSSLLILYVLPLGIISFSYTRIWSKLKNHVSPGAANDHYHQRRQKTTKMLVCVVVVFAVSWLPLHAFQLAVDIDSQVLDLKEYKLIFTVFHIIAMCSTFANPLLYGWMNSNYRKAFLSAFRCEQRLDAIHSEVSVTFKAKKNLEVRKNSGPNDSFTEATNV
HCT116 bCat-KO = primary screen for growth suppressors in beta-catenin knockout HCT116 cells (colon tumor, human); hit rate 1.5% among 140,000; HCT116 beta-catenin knockout viability, CellTiter-Glo, 60 h; hits give low values; AID 818, 2007; viability, % at 10 µM;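 active = viability at or under a set limit, the compound median less 4 SD, cut at about 6% in these data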;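 note: 0% = Hyamine 1622 control at 20 µM and 100% = untreated cell control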
Measles CPE = compounds protecting cells from measles virus cytopathic effect, primary screen, measles RdRp inhibitor project, single point, MLSMR library, absorbance; Measles virus-infected cells, CPE protection; hit rate 1.5% among 140,000; protection (pct of control), % at 4 µM; AID 841, 2007; in the data active = protection mostly above about 24%, no sharp cut-off; inactive = mostly below about 26%; note: some compounds called inactive have numbers as strong as hits
Phagocyt inh = inhibitors of macrophage phagocytosis, primary screen, imaging, J774A.1 cells, IgG beads; J774A.1 macrophage IgG-bead phagocytosis; inhibition, % at 5 µM; hit rate 0.07% among 110,000; AID 1029, 2008;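 active = inhibition above the mean of the plate negative controls plus 5 SD, cut at about 13% in these data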;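 note: phagocytic index as fraction of beads internalized from green versus red external bead signal; plate controls were DMSO negative control for no effect and cytochalasin-D positive control for full effect; some results beyond the cut were filed as inactive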
E-sel TNF inh = E-selectin induction blockers in HUVEC – imaging, immunofluorescence, high content, primary screen | hit rate 0.71% among 120,000 | inhibition, % at 2 µM | AID 1246, 2008 | HUVEC TNFa-induced E-selectin immunofluorescence;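 active = inhibition above the batch mean plus 3 SD, and confirmed as a hit on visual image review, cut at about 43% in these data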;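 note: 0% = TNF-stimulated DMSO wells and 100% = unstimulated control wells; not every result past the cut was called active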
HCT116 PTEN-null = growth suppression of PTEN-null HCT116, primary screen, cell-based, CellTiter-Glo | viability, % at 10 µM | hit rate 1.2% among 140,000 | HCT116 PTEN-null viability, 60 h; hits give low values;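 active = viability at or below a set limit, 4 SD under the median of all tested compounds, cut at about 3.7% in these data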;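 note: PTEN knockout HCT116 line with beta catenin targeted HCT116 as companion control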
GALR2 antag = GALR2 antagonists in receptor-expressing cells, primary screen | Galanin receptor type 2 (Homo sapiens), O43603 | antagonist mode | inhibition, % at 4 µM | hit rate 0.39% among 140,000 | AID 828, 2007; in the data active = inhibition above about 27%;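 note: cells stimulated with galanin 1-16 at roughly its EC80; 0% = agonist challenge control and 100% = basal control without agonist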
Target sequence (O43603 whole entry, looked up): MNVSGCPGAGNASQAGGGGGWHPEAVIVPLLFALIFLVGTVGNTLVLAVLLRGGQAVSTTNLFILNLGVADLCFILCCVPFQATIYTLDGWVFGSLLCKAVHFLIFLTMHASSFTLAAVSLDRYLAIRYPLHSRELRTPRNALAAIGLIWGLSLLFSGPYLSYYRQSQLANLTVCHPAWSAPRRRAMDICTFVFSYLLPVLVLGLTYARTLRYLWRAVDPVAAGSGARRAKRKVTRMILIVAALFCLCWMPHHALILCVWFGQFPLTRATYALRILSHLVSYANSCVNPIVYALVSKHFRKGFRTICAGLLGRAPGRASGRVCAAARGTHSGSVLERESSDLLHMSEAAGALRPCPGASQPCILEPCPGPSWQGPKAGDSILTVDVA
BB579 growth dn = growth inhibitors of yeast BB579 in restrictive medium, primary screen, yeast lifespan-shortening project, S. cerevisiae | OD615, 48 h | inhibition, % at 10 µM | hit rate 0.51% among 140,000;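 active = inhibition above a set limit, 3 SD over the mean compound inhibition, cut at about 44% in these data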; note: inactives centre near -24
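Assay system: S. cerevisiae DeaD strain BB579 yeast. Medium: CSMM-D restrictive synthetic medium containing dextrose (glucose). Times: 4 h cell preincubation, 48 h compound exposure, 30 °C humidified. Signal: OD615 turbidity measurement. Benchmarks: positive control amphotericin B 10 µg/mL.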
* hit, by the source's call; / = not tested or not shown.

SMILES	MRP-1 activ	Yeast lifespan up	NPY Y2 blocker	HCT116 bCat-KO	Measles CPE	Phagocyt inh	E-sel TNF inh	HCT116 PTEN-null	GALR2 antag	BB579 growth dn
CCOC(=O)N1CCN(C(=O)c2ccccc2N(C)S(C)(=O)=O)CC1	-1.5	-14	0	94	12	0	-3	96	-2	-44
Clc1ccc(/C=N/Nc2nn[nH]n2)cc1	-0.6	/	4	87	2	/	0	92	11	-3
CCN(CC)CCCN1C(=O)C(O)=C(C(=O)c2sc(C)nc2C)C1c1ccco1 (centres undefined)	-1.5	-4	4	99	3	0	-17	108	-5	-9
Cc1ccccc1Cn1ccc(=NCc2ccccc2)cc1	-2.6	7	4	24	4	-1	/	27	2	-17
Cc1ccc2nc(/C(C#N)=C\c3ccc(Oc4ccc([N+](=O)[O-])cn4)cc3)[nH]c2c1	-5.1	4	6	49	3	3	-1	24	13	-36
COC(=O)C1(C)Nc2ccccc2C(=O)N1c1ccccc1C (centres undefined)	0.5	-2	0	100	41*	0	/	105	5	-16
Cc1ccc(S(=O)(=O)N(CC(=O)N/N=C/c2ccco2)Cc2ccccc2)cc1	-0.6	-4	0	99	6	1	-10	106	-8	-54
c1ccc2[nH]c(NC3=NCCC3)nc2c1	-1.9	10	2	92	3	/	/	86	-7	-25
Cc1ccc(C)c(CN2C(=O)C3CCCN3c3ccc(S(=O)(=O)N4CCOCC4)cc32)c1 (centres undefined)	-1.1	-21	-2	86	5	/	-1	90	-8	-57
NC(N)=N/N=C/c1ccc(OCc2ccccc2)cc1	-7.0	-29	9	1.7*	15	2	-2	1.8*	11	-13
Cc1ccc(C2c3c(oc4ccccc4c3=O)C(=O)N2CCCN2CCOCC2)o1 (centres undefined)	-1.1	6	2	92	5	-3	-2	99	-9	-46
CCOc1ccc(C(=O)Nc2ccccc2CC)cc1[N+](=O)[O-]	-0.5	-4	1	87	3	3	/	89	-4	-4
COCCCNC(=O)CSC1=Nc2ccccc2C2=NC(Cc3c[nH]c4ccccc34)C(=O)N12 (centres undefined)	-3.7	-3	2	94	5	0	/	94	2	3
Cc1ccc(N=Cc2ccc(O)cc2O)cc1F	-1.9	-22	-2	91	7	-1	-10	82	0	-19
CCCCOc1ccc(/C=C/C(=O)NCCc2nc3ccccc3[nH]2)cc1	-1.7	-8	-1	81	15	/	5	85	-19	-6
CN(CCC(=O)Nc1ccc2c(c1)OCO2)Cc1ccccc1	-2.6	-17	-1	95	5	-2	/	89	0	-13
CCOc1ccccc1NC(=O)NC1CCN(CC(=O)Nc2ccc3c(c2)OCCO3)CC1	-0.1	-14	4	109	0	-2	-16	106	5	-23
Cc1nnc(SCCN2CCOCC2)c2nn(-c3ccccc3F)c(C)c12	-3.1	2	-2	82	13	/	37	93	-9	10
Cc1cc(S(=O)(=O)NCC(C)C)ccc1OCC(=O)NCC1CCCO1 (centres undefined)	-2.6	4	0	93	23	-1	-17	94	7	-20
O=C1CN(c2ccc(Cl)cc2)C2(CCCCC2)S1	-2.1	-1	3	89	3	-9	-4	92	1	-15
Cc1ccc(C)c(N(C)C(=O)c2coc(=O)c3ccccc23)c1	0.4	-15	2	99	6	/	22	88	7	-29
NC(CC(=O)O)c1ccc(Br)cc1 (centres undefined)	-0.4	2	1	94	23	-11	-10	100	-6	-4
Cc1noc(C)c1CSc1nnc(-c2ccccc2F)n1CCc1ccccc1	-2.3	-23	12	75	3	0	/	92	-17	-18
CCOC(=O)CC(=O)CSc1nnc(Cn2c(=O)sc3ccccc32)n1C	-3.6	-4	1	77	2	-2	/	79	-6	-23
O=C1C2C3c4ccccc4C(c4ccccc43)C2C(=O)N1c1cccc2cccnc12 (centres undefined)	-2.0	0	1	100	2	/	31	87	12	12
COC(=O)c1nn(-c2ccc(C)cc2)c2nnc(Cc3ccccc3)c(=O)n12	-2.6	6	2	91	9	-1	/	97	3	-35
CN1CCN(C(=O)c2ccc3c(c2)NC(=O)C(N2CCOCC2)S3)CC1 (centres undefined)	0.2	-16	1	93	3	-1	/	91	4	-20
O=C(O)CNc1nc(-c2ccccc2)c2cc([N+](=O)[O-])ccc2n1	0.2	-2	6	89	7	1	/	95	3	-25
CCCOc1ccc(C2/C(=C(\O)c3c(C)[nH]c(C(=O)OC)c3C)C(=O)C(=O)N2CCN(C)C)cc1 (centres undefined)	-2.7	-21	1	81	7	0	/	78	-3	-56
O=C(C1CCCN(S(=O)(=O)c2ccc(Br)s2)C1)N1CCCCCC1 (centres undefined)	-1.5	19	9	74	12	4	-1	81	-13	-35
Cc1cccc(-c2noc(-c3ccc(F)cc3)n2)c1	-2.5	-17	3	79	14	2	-8	83	-6	0
c1ccc(Cn2nnnc2-c2ccco2)cc1	-1.4	-13	2	84	9	0	9	88	-3	-46
Nc1c(-c2ccccc2)c(CSc2nc3ccccc3[nH]2)nn1-c1ccc(C(=O)O)cc1	1.6	1	0	91	3	-12	/	96	9	0
Cc1cccc(C)c1NC(=S)N(C)CCc1ccccn1	0.2	1	1	94	3	-3	/	103	11	-23
CCC(N)C12CC3CC(CC(O)(C3)C1)C2 (centres undefined)	0.9	/	1	86	19	/	-6	97	-6	-31
CN(C)S(=O)(=O)N1CCN(c2cc(Cl)ccc2Cl)CC1	4.2	1	7	88	10	10	-11	86	14	-10
COc1ccc(/C=C/C(=O)NC(=S)NNC(=O)Cc2cccs2)cc1OC	-0.6	-1	-2	70	3	-1	-19	65	-1	-61
CCC(C)NC(=O)CNC(=O)Cn1c(C)cc2ccccc2c1=O (centres undefined)	0.3	-1	3	103	10	-3	-16	112	2	-17
O=C1C2CC=CCC2C(=O)N1c1ccc(NCCc2ccc(Cl)cc2)c([N+](=O)[O-])c1 (centres undefined)	0.4	-1	-4	87	25	-1	/	88	8	-33
Cc1cc(Br)c(Cl)cc1NC(=O)CN1C(=O)C2C3CC(c4ccccc4)C(C3)C2C1=O (centres undefined)	-5.7	7	-4	28	2	1	-13	22	12	-29

Compounds above containing a thiophene ring, fused or not:
SMILES	MRP-1 activ	Yeast lifespan up	NPY Y2 blocker	HCT116 bCat-KO	Measles CPE	Phagocyt inh	E-sel TNF inh	HCT116 PTEN-null	GALR2 antag	BB579 growth dn
O=C(C1CCCN(S(=O)(=O)c2ccc(Br)s2)C1)N1CCCCCC1 (centres undefined)	-1.5	19	9	74	12	4	-1	81	-13	-35
COc1ccc(/C=C/C(=O)NC(=S)NNC(=O)Cc2cccs2)cc1OC	-0.6	-1	-2	70	3	-1	-19	65	-1	-61

Additional records.
SMILES	MRP-1 activ	Yeast lifespan up	NPY Y2 blocker	HCT116 bCat-KO	Measles CPE	Phagocyt inh	E-sel TNF inh	HCT116 PTEN-null	GALR2 antag	BB579 growth dn
Cc1ccc(-n2nc(C(=O)NCc3ccc(C)o3)c3c4ccccc4n(C)c3c2=O)cc1	-3.1	-1	6	15	5	7	4	15	-17	-16
O=C(N1CCN(c2ccccc2F)CC1)C12CC3CC(CC(C3)C1)C2	-1.6	-1	3	73	2	0	-6	67	-7	-42
CC(C)P(=O)(Cc1cccc(C#N)c1)C(C)C	-0.7	-11	4	95	4	-1	49	101	5	-38
O=C(CNc1ccc2c(c1)OCO2)N/N=C\c1ccccc1Cl	-1.1	-8	40*	91	8	-9	16	101	-8	-35
Cc1cccc(C(=O)NNC(=O)c2ccc(-c3ccccc3)cc2)c1	-1.4	2	0	114	3	/	/	93	-12	-32
COCC(COCCCNC(=O)Nc1ccc(Br)cc1)OC (centres undefined)	-1.9	-4	2	91	10	-1	/	90	-13	0
c1ccc2c(c1)nc(NC1CCCCC1)c1nncn12	-3.3	-12	5	78	6	1	/	76	-4	-19
CN(C)S(=O)(=O)N(CC(=O)NCc1ccccc1)c1ccccc1	-1.8	-1	1	92	18	1	20	92	1	-17
Nc1nc(SCC(=O)Nc2ccccc2)nc2nc3c(cc12)CCCC3	-1.4	6	0	74	17	-4	/	84	4	-4
C=CCC1CCCCC12NC(=O)NC2=O (centres undefined)	-0.4	-5	1	99	2	4	-14	93	6	-29
O=C(Nn1c(-c2ccc(F)cc2)nc2ccccc2c1=O)C1CCCCC1	-1.3	-7	4	96	21	-1	9	106	-13	-41
COc1cc(-c2nnc3sc(-c4ccco4)nn23)cc(OC)c1OC	-2.4	-12	4	44	18	-1	-22	41	6	-55
COCCNC(=O)C(c1ccccc1C)N(CCOC)C(=O)Cn1nnc2ccccc21 (centres undefined)	-0.8	-3	-4	100	6	1	8	101	5	-52
O=C(NCc1ccccn1)c1cccc(NS(=O)(=O)c2cccc(F)c2)c1	-1.5	9	3	86	14	/	/	96	8	-22
Cc1cccc(C2=N/C(=C\c3cccnc3)C(=O)O2)c1	1.0	23	3	93	24	0	9	103	7	-54
CCOC(=O)c1ccc(COc2nc3ccccc3nc2-c2ccccc2NC(C)=O)o1	-0.2	-2	-2	95	0	-2	-9	95	-12	-19

Of the compounds above, these have an NH in an aromatic ring.
SMILES	MRP-1 activ	Yeast lifespan up	NPY Y2 blocker	HCT116 bCat-KO	Measles CPE	Phagocyt inh	E-sel TNF inh	HCT116 PTEN-null	GALR2 antag	BB579 growth dn
Clc1ccc(/C=N/Nc2nn[nH]n2)cc1	-0.6	/	4	87	2	/	0	92	11	-3
Cc1ccc2nc(/C(C#N)=C\c3ccc(Oc4ccc([N+](=O)[O-])cn4)cc3)[nH]c2c1	-5.1	4	6	49	3	3	-1	24	13	-36
c1ccc2[nH]c(NC3=NCCC3)nc2c1	-1.9	10	2	92	3	/	/	86	-7	-25
COCCCNC(=O)CSC1=Nc2ccccc2C2=NC(Cc3c[nH]c4ccccc34)C(=O)N12 (centres undefined)	-3.7	-3	2	94	5	0	/	94	2	3
CCCCOc1ccc(/C=C/C(=O)NCCc2nc3ccccc3[nH]2)cc1	-1.7	-8	-1	81	15	/	5	85	-19	-6
CCCOc1ccc(C2/C(=C(\O)c3c(C)[nH]c(C(=O)OC)c3C)C(=O)C(=O)N2CCN(C)C)cc1 (centres undefined)	-2.7	-21	1	81	7	0	/	78	-3	-56
Nc1c(-c2ccccc2)c(CSc2nc3ccccc3[nH]2)nn1-c1ccc(C(=O)O)cc1	1.6	1	0	91	3	-12	/	96	9	0
